Bioassay records deposited in PubChem by several laboratories.
SUMO1 PPI mod – alters human SUMO1 binding to SIM partners. AID 602429. SUMO1 binding to a labelled peptide, TR-FRET, 1 h. P63165. inhibition, % at 20 µM. actives 0.33% (n = 360,000); in the data active = inhibition above about 37%
Target sequence (P63165 whole entry, looked up): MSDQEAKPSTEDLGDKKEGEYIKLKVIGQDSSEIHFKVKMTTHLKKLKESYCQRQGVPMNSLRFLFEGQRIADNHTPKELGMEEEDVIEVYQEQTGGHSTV
Scp1 inh – Scp-1 (human) phosphatase inhibition; actives 0.88% (n = 340,000); inhibition, % at 20 µM; Recombinant Scp1, phosphopeptide, malachite green phosphate absorbance; Q9GZU7; AID 493091;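 active = inhibition above about 50% at 20 µM, limit read from the data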;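 also: plate controls were DMSO wells with enzyme for no effect and wells lacking enzyme for full effect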
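Times: enzyme reaction 45 min at room temperature, colour 5 min, stabilisation 30 min. Material: SCP-1 catalytic fragment, aa 76-261. Medium: Acidic Tris acetate buffer with magnesium and detergent. Signal: colorimetric free-phosphate detection, absorbance 630 nm. Read-out basis: % inhibition of SCP-1 phosphate liberation. Reagent: Phosphorylated 17-residue peptide substrate.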
MLLE-PAM2 inh – blocks PAM2 peptide binding to the PABP1 MLLE domain; inhibition, % at 20 µM; actives 0.36% (n = 360,000); GST-MLLE / FITC-PAM2 fluorescence polarization; AID 588489; in the data active = inhibition above about 35%, passing the limit was not always enough;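 also: plate controls were DMSO wells with GST-MLLE for no effect and wells lacking GST-MLLE protein for full effect; some results filed as inactive read as strong as hits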
Tb MetRS inh – Trypanosoma brucei MetRS inhibition. purified T. brucei MetRS, ATP depletion, Kinase-Glo luminescence. actives 0.4% (n = 360,000). AID 624268. inhibition, % at 11.9 µM;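 active = inhibition above a per-plate cutoff of the control wells' mean inhibition plus 3 SD, cut at about 5.5% in these data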;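 also: 0% = DMSO wells median and 100% = median of wells with control inhibitor compound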
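technique = Kinase-Glo luminescence, ATP depletion format | system = purified MetRS (methionyl-tRNA synthetase) enzyme from Trypanosoma brucei | timing = 15 min preincubation, 2 h reaction, all 25 °C | evaluation = percent inhibition versus plate control medians | dosing = single dose, 11.9 µM final nominal, 0.9% final DMSO | also added = substrates ATP, L-methionine and bulk Escherichia coli tRNA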
STEP inh – inhibitors of human striatal-enriched phosphatase STEP | P54829 | recombinant STEP, OMFP fluorogenic substrate, fluorescence | inhibition, % at 20 µM | actives 0.25% (n = 360,000) | AID 588621;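 active = inhibition at 20 µM, scaled per plate between control wells, above about 37%, limit read from the data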;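 also: 0% = DMSO with enzyme and substrate and 100% = substrate only without enzyme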
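Also added – OMFP at 25 µM · Test system – STEP tyrosine phosphatase · Technique – FITC-channel fluorescence of OMFP product · Schedule – 20 min at room temperature, dark · Evaluation – control-normalized % inhibition with plate pattern correction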
NadD block – NadD (S. aureus) enzyme inhibition; actives 0.78% (n = 360,000); purified NadD enzyme, colorimetric absorbance read-out; AID 602399; inhibition, % at 20 µM; in the data active = inhibition above about 26%; also: some compounds past the cut are filed as inactive
Rpn11 inh – Rpn11 (human) deubiquitinase inhibition; actives 0.59% (n = 360,000); human 26S proteasome, Ub4-pepOG fluorescence polarization; 20S core pre-blocked with epoxomicin; calls only at 20 µM; AID 588493; O00487;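 active = inhibition at 20 µM, scaled to each plate's controls, above about 33%, limit read from the data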
Target sequence (O00487 whole entry, looked up): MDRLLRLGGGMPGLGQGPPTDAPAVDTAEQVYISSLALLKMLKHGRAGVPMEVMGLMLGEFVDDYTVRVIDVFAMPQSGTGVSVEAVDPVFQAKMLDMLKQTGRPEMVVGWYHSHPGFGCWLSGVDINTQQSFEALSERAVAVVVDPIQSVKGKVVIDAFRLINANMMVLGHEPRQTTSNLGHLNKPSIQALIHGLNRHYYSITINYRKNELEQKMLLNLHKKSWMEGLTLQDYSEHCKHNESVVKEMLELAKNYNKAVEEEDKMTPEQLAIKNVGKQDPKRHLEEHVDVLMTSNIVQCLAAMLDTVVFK
CSN deneddyl inh – inhibitors of human CSN-mediated cullin deneddylation; actives 0.38% (n = 360,000); inhibition, % at 12.5 µM; Q92905; Purified CSN, SCF-Nedd8-OG deneddylation, fluorescence polarization;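 active = pattern-corrected inhibition above about 35%, with an unprinted fluorescence ratio check between 0.5 and 1.5, limit read from the data, passing the limit was not always enough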;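 also: 0% = enzyme with substrate and 100% = substrate without enzyme; some results filed as inactive read as strong as hits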
Target sequence (Q92905 whole entry, looked up, one chain of several): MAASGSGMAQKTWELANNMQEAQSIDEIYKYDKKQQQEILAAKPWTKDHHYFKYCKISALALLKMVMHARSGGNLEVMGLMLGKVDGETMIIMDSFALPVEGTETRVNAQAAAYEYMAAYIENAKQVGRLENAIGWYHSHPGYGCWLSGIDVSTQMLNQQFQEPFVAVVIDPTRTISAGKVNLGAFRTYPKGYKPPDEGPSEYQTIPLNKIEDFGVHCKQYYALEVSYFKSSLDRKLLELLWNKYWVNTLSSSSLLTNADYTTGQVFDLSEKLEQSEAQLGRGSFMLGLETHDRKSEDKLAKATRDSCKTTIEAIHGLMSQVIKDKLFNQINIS
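Assay system: purified human Csn5 enzyme expressed in HEK293T cells; Input: 0.24 nM Csn5 enzyme, final concentration; Reagent: 10 nM SCFSkp2-Nedd8OG; Compound dosing: 12.5 µM single point; Times: reaction 90 min, room temperature; Technique: fluorescence polarization readout.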
LMPTP inh – blocks human LMPTP phosphatase | recombinant LMPTP-A, OMFP fluorogenic substrate, fluorescence intensity | inhibition, % at 20 µM | actives 0.22% (n = 360,000) | AID 651560;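 active = compounds that cut the enzyme signal by at least half of the control window in the single-dose screen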;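 also: plate controls were DMSO wells with enzyme plus substrate for no effect and substrate without enzyme for full effect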
Target sequence (P24666 whole entry, looked up): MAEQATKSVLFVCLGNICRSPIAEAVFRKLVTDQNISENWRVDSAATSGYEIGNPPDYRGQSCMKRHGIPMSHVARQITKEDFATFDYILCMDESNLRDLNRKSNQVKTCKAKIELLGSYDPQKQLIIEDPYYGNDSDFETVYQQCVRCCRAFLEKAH
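Test system: LMPTP-A phosphatase enzyme; input: 0.625 nM LMPTP-A final; reagent: OMFP substrate, 400 µM final; compound dosing: 20 µM single dose, 3% DMSO; incubation: 50 min dark incubation at room temperature; measured by: endpoint fluorescence intensity from OMFP dephosphorylation; measure: % inhibition relative to no-enzyme and uninhibited control wells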
DNMT1 block – inhibitors of human DNMT1 | P26358 | DNMT1 molecular beacon, Hinp1I cleavage, fluorescence | inhibition (reported as % activation of signal), % at 10 µM | actives 0.83% (n = 360,000) | AID 588458; in the data active = inhibition above about 50%
An asterisk follows results filed as active; i = inactive; · = no result given; + = active, no number.

Below each SMILES: STEP inh, Scp1 inh, CSN deneddyl inh, MLLE-PAM2 inh, NadD block, LMPTP inh, DNMT1 block, Rpn11 inh, Tb MetRS inh, SUMO1 PPI mod
> CC(=O)Oc1ccccc1C(=O)Nc1ccccc1C(=O)N1CCCC1
  -2, -2, 2, -9, -4, -0.6, 0, i, -0.7, 1
> C#CCOCCOCCOCCNc1nc(N2CCN(C(=O)[C@H](CCCCN)n3cc([C@@H](N)C(C)CC)nn3)CC2)nc(N2CCN(C(=O)[C@H](CCCCN)n3cc([C@@H](N)CC(C)C)nn3)CC2)n1 (stereo partly drawn)
  3, -19, 69*, 10, -8, -9.1, -129, i, -0.2, -153
> CCN(CC)C(=N)/C(C#N)=N/Nc1ccc(C)cc1
  3, 2, 1, 15, 2, 0.9, -2, i, -0.7, -9
> CCCCCCOc1cccc(N)c1
  -1, -11, 3, 1, -1, -1.0, -5, i, -0.4, 0
> Nc1ncnc(Nc2c(F)cccc2F)n1
  0, -7, -3, -1, -5, -1.0, 2, i, 0.4, 1
> CC(C(=O)Nc1ccccc1-c1ccccc1)N(C)Cc1nc2ccccc2c(=O)[nH]1 (stereo not drawn)
  1, 3, 6, -9, -8, 1.7, -3, i, -0.9, -1
> CCN(CC(=O)Nc1c(F)cccc1F)C(=O)CSc1ccccc1
  -1, -1, 3, -8, -6, -0.7, 1, i, -0.4, 9
> COc1cc(CNc2nc3c(C)cc(C)cc3s2)ccc1O
  -4, -3, -7, -1, -3, 1.4, 0, i, -0.2, 3
> O=c1cc(CCl)nc2scc(-c3ccccc3)n12
  0, -3, 4, -3, -7, 0.2, 8, i, 0.3, 2
> Cc1ccc(F)c(NC(=O)CCc2ccccc2)c1
  -1, -1, 0, -5, -7, -0.8, 4, i, -2.6, -2
> COc1ccc(NC(=O)c2c[nH]n3c(=O)cc(C4CCN(C(=O)OC(C)(C)C)CC4)nc23)cc1Cl
  0, 13, 2, 8, 29*, 5.2, -24, i, 0.2, 12
> O=C(NCCCN1CCN(CCCNC(=O)c2cc([N+](=O)[O-])ccc2Cl)CC1)c1cc([N+](=O)[O-])ccc1Cl
  2, -8, 1, 2, -2, 12, -4, i, 0.1, -11
> COc1ccc(-n2c(C)cc(/C=N/Nc3nnc(C)n3N)c2C)cc1
  -3, -6, 0, -5, 2, -0.6, -13, i, 0.5, -1
> Cc1nc(SCC(=O)N2CCCC2=O)nc(C)c1C
  -2, -4, 0, 10, -4, -1.7, 5, i, -0.4, -4
> CCOc1ccc(N(CC(=O)NCCSCc2ccco2)S(=O)(=O)c2ccc(F)cc2)cc1
  -2, -10, -1, 4, -5, -0.2, -1, i, -0.5, 4
> CC1(C)Cc2c(sc(NC(=O)c3ccc(S(=O)(=O)N4CCCCCC4)cc3)c2C(N)=O)C(C)(C)N1
  1, -10, 1, 4, -5, 2.4, -2, i, -0.6, -2
> NC(=S)N/N=C/c1cn(CCC(=O)O)nc1-c1cccc(Br)c1
  3, 22, -3, -7, 2, -0.8, 1, i, 0.2, 6
> Cc1cc(SCC(=O)Nc2cccc(S(N)(=O)=O)c2)c(C)cc1Br
  1, -5, 0, 8, -6, 0.6, -7, i, -1.0, 0
> CCCC(C(=O)O)N1C(=O)/C(=C/c2cccn2C)SC1=S (stereo not drawn)
  2, 18, 89*, -144, 2, 5.4, 14, ·, 0.1, -28
> CCOC(=O)C1(C(F)(F)F)N=C(C(F)(F)F)Nc2ccccc21 (stereo not drawn)
  -2, 2, -5, 1, -3, 0.3, 2, i, -0.5, 2
> CCOc1ccccc1N1CCN(Cc2cccc(OC)c2OC)CC1
  2, -13, -2, 7, -8, -1.4, 1, i, -1.0, -2
> COc1ccc(OC)c(NC(=O)C(=S)NC2CCCCC2)c1
  0, -8, -2, 14, -6, 1.8, -1, i, 1.8, 13
> COc1cc(NC(=S)NCCc2c[nH]c3ccccc23)c(OC)cc1Cl
  -4, -10, -6, -6, -6, 1.3, -11, i, -0.5, 6
> COC(=O)c1cn(N(C)c2ncc(C(F)(F)F)cc2Cl)c(=O)c2ccccc12
  1, -2, -7, -2, -5, 0.5, -1, i, -1.2, -5
> C/C(Cn1cnc([N+](=O)[O-])n1)=N/NC(=O)COc1c(Cl)cc(Cl)cc1Cl
  -2, 3, -7, -6, -5, -1.4, -1, i, -1.3, -10
> CCCN(CCC)c1ncnc2nc[nH]c12
  -4, -10, 2, -4, 2, -0.3, -1, i, 0.2, 7
> C=CCS(=O)(=O)N1CCCC(Cc2ccccc2C)(C(=O)OCC)C1 (stereo not drawn)
  2, -6, 1, 7, -7, 0.0, -3, i, -1.1, 2
> CC(C)CN(C(=O)COC(=O)c1cccn1C)c1c(N)n(Cc2ccccc2)c(=O)[nH]c1=O
  2, -1, 2, -14, 2, -0.7, -3, i, -0.3, 6
> Cc1ccc(CN2CCC(n3nccc3NC(=O)CCCc3ccccc3)CC2)o1
  0, -8, 0, -1, -2, 6.0, -1, i, -0.6, 1
> Cc1ccc(O)c(C2=Nc3ccccc3N=C(c3cccs3)C2)c1
  3, -4, -15, 13, -2, 3.5, -8, i, 0.1, -19
> CCOC(=O)Cc1nn(CCc2ccccn2)c(=O)c2ccccc12
  -4, -9, -1, -7, 2, -0.1, 0, i, -0.7, 2
> O=C(NC1CCCc2ccccc21)c1cccc(S(=O)(=O)N2CCOCC2)c1 (stereo not drawn)
  -1, -3, -1, -14, 5, 0.1, -2, i, -0.2, -3
> O=C1c2ccccc2C(c2nnnn2Cc2ccccc2)N1Cc1cccnc1 (stereo not drawn)
  ·, ·, 1, ·, -3, -0.4, ·, ·, -0.5, -3
> O=C(c1c(O)c2ccccc2oc1=O)C1CCCCC1
  2, -8, 7, 11, -1, -0.7, 10, i, 0.2, 2
> COc1cc(S(=O)(=O)NCCCn2ccnc2)ccc1Cl
  -1, -5, -4, -4, 5, -1.0, -1, i, -0.5, 2
> CCc1ccc(NC(=O)C2=CC(c3cccs3)=NS(=O)(=O)N2C)cc1
  2, -1, 3, 1, 2, 1.1, -2, i, -0.5, -27
> CC(c1n[nH]c(=S)n1Cc1ccccc1)N(C)C (stereo not drawn)
  2, -3, -2, -36, -7, -1.3, 0, i, 0.1, 3
> CCC(Sc1n[nH]c(=O)[nH]c1=O)C(=O)OCc1ccccc1 (stereo not drawn)
  0, -10, -1, 10, 0, -0.6, 1, i, 0.3, -2
> CCc1nnc(NS(=O)(=O)c2ccc(NC(=S)NC(=O)/C=C/c3ccc(OC)cc3)cc2)s1
  0, 9, 12, 23, 24, 8.2, -3, i, -0.8, 11
> CCOC(=O)N1CCN(c2ccccc2OC)CC1
  4, -9, 1, 12, -5, -0.3, 0, i, -0.7, 3
> COc1cc(-c2cc(C(=O)N3CCN(c4ccccn4)CC3)c3ccccc3n2)cc(OC)c1OC
  2, -5, -5, -5, 5, 1.6, -17, i, -0.7, -5
> O=C(CCc1nnc(C2CCCCC2)o1)N1CCCCC1CCn1cccn1 (stereo not drawn)
  5, -1, -16, 13, 0, 0.1, 4, i, -0.4, -3
> C=Cn1cc[n+](CC(=O)C(C)(C)C)c1
  2, -3, -2, 8, 1, -1.8, -4, i, 0.2, 1
> CCOC(=O)c1cc(OC(=O)c2ccccc2Br)n(-c2ccccc2)n1
  2, 1, 2, -3, -3, -0.4, 6, i, 0.3, 3
> O=C(COC(=O)c1ccc2c(c1)OCCO2)Nc1cc(S(=O)(=O)N2CCOCC2)ccc1Cl
  1, -7, 3, 0, -10, 2.1, 0, i, 0.2, -1
> O=C(N1CCCCC1)N1CCN(C(c2ccccc2)c2ccccc2)CC1
  1, 4, -1, 4, -4, 0.1, -6, i, -1.6, 4
> CCOC(=O)c1cc2sccc2n1CC(=O)N1CCCC1
  -2, -5, 2, -10, 0, 0.1, 5, i, -0.4, 4
> CC[C@H]1CN2CCc3cc(OC)c(OC)cc3[C@@H]2C[C@@H]1C[C@H]1NCCc2cc(OC)c(OC)cc21
  -4, -9, -4, 0, -3, -0.6, -3, i, -1.4, 6
> NC(=O)CC(NC(=O)c1cccc(Br)c1)c1ccc(N2CCC(Br)CC2)c([N+](=O)[O-])c1 (stereo not drawn)
  0, 14, 1, -6, -6, 0.4, -11, i, -0.3, -7
> C=CCn1nc([N+](=O)[O-])nc1Sc1cccc2cccnc12
  3, -11, -14, 28, -3, -0.4, -21, +, 0.5, -11
> N#Cc1nc(COc2ccc(F)cc2)oc1NCCCn1ccnc1
  2, -9, -3, 5, -10, 0.0, 1, i, 0.7, 0
> O=C(COc1ccccc1)NCC(=O)N/N=C/C=C/c1ccccc1
  -5, -7, -2, -7, -1, -2.5, -1, i, 0.1, 0
> c1ccc(-c2c[n+]3c(n2-c2ccccc2)CCC3)cc1
  2, 1, 2, -11, -7, -1.5, 0, i, -0.5, -1
> CCOC(=O)c1cnc(SC)nc1N
  1, -6, 4, -3, -5, -0.7, 1, i, -1.1, 0
> COc1ccccc1C1(O)C(=O)Nc2ccccc21 (stereo not drawn)
  0, 1, -3, 2, -4, 2.1, 1, i, -1.2, -1
> OC[C@@H]1CN(Cc2ccc3c(c2)OCO3)C[C@H](n2cnc3c(NCc4ccc(F)cc4)ncnc32)O1
  -3, ·, 0, -1, -2, -0.2, -3, i, -0.1, -3
> COCC1CCCCN1C(=O)c1ccc2nc(Cc3ccc(OC)c(OC)c3)oc2c1 (stereo not drawn)
  0, -4, 8, 1, 3, -0.6, 0, i, -0.1, -1
> Cc1ccc(NC2=NCC(=O)N2Cc2ccc3c(c2)OCO3)cc1
  1, -3, 2, -5, -2, -1.1, -3, i, -0.2, -1
> COc1ccccc1Nc1nc2nonc2nc1N1CCC(C)CC1
  0, -7, 1, -4, 2, 1.2, 7, i, 0.0, -2
> CC(C)N(CCCNC(=O)Cn1ncc2c([nH]c3ccccc32)c1=O)Cc1ccccc1
  0, -1, 4, -10, -7, 2.5, 2, i, -0.3, 5

Limited to DNMT1 block, for some of the entries so far:
| smiles | DNMT1 block |
| --- | --- |
| C#CCOCCOCCOCCNc1nc(N2CCN(C(=O)[C@H](CCCCN)n3cc([C@@H](N)C(C)CC)nn3)CC2)nc(N2CCN(C(=O)[C@H](CCCCN)n3cc([C@@H](N)CC(C)C)nn3)CC2)n1 (stereo partly drawn) | -129 |
| Cc1ccc(F)c(NC(=O)CCc2ccccc2)c1 | 4 |
